HePTP inh – inhibitors of human HePTP phosphatase, primary screen, biochemical, absorbance, leukemia target. Tyrosine-protein phosphatase non-receptor type 7 (Homo sapiens), P35236. recombinant HePTP phosphatase activity, OD absorbance. inhibition, % at 20 µM. hit rate 0.64% among 110,000; in the data active = inhibition above about 50%;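 also: plate controls were vehicle for no effect and reference inhibitor for full effect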
Target sequence (P35236 whole entry, looked up): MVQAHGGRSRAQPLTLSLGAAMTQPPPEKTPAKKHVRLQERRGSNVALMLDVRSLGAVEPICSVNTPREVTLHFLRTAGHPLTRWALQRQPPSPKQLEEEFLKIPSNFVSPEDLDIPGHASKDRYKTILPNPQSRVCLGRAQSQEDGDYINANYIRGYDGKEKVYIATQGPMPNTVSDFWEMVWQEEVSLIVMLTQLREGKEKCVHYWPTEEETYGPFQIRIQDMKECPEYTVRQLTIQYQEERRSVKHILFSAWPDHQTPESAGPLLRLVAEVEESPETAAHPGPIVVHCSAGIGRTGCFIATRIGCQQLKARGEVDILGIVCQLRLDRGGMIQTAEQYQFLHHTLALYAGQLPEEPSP
BAP1 inh – inhibitors of BAP1 deubiquitinase, primary screen, biochemical, Ub-AMC fluorescence, kinetic | Ubiquitin carboxyl-terminal hydrolase BAP1 (Homo sapiens), Q92560 | recombinant BAP1, Ub-AMC hydrolysis fluorescence kinetic; hits give low values | activity remaining (% of control), % at 20 µM | hit rate 0.48% among 72,000 | AID 436, 2006;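 active = activity remaining at or below 50% of control, provided the compound also passes the data quality filters; inactive = the rest, including low values that fail the filters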;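 also: 100% = DMSO wells rate and 0% = substrate alone blank rate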
Target sequence (Q92560 whole entry, looked up): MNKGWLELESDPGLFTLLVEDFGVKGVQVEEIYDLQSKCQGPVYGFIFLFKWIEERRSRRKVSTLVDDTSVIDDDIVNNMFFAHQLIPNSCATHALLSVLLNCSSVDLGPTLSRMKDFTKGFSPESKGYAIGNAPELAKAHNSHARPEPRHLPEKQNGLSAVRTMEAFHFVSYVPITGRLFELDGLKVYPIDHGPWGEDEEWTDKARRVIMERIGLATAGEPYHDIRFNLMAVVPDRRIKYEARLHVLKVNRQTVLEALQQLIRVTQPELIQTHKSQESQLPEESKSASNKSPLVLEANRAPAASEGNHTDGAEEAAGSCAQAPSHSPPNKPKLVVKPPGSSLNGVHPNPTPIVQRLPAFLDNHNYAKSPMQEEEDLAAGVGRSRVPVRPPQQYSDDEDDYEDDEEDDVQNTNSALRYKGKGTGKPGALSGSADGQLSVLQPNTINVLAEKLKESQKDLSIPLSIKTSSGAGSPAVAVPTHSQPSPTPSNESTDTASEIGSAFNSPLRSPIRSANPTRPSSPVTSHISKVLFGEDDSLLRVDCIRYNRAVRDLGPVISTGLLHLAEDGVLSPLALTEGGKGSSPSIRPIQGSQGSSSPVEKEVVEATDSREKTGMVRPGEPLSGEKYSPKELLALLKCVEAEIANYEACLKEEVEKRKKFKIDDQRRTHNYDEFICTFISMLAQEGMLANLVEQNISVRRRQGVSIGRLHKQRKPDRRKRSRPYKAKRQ
Numbers without * were called inactive; nt = no result given.

HePTP inh	BAP1 inh	compound
-7	83	CCc1ccc(C2CC(c3ccc(Cl)cc3)n3nc(N)nc3N2)cc1 (centres undefined)
3	114	N[C@@H](Cc1ccccc1)c1nnc2sc(SCc3ccccc3)nn12
-1	nt	CCOc1cc(C2C(C(=O)OCCOC)=C(C)NC3=C2C(=O)CC(C)(C)C3)ccc1OC(C)=O (centres undefined)
8	94	Cc1cc(C)nc(NS(=O)(=O)c2ccc(N3C(=O)C4CC=C(Cl)CC4C3=O)cc2)n1 (centres undefined)
-8	nt	Cc1ccc(-c2nsc3c(N4CCN(C(=O)c5ccco5)CC4)ncnc23)cc1
-3	92	CCOC(=O)CC1=C(C(=O)OCC)C(c2ccncc2)C(C#N)=C(N)O1 (centres undefined)
-6	185	CN1CCc2c(sc3c2c(NCc2ccco2)nc2nnnn23)C1
-12	106	CCOC(=O)c1cnc(-c2ccccc2)nc1N
8	136	COc1ccccc1C(=O)NC(CCSC)C(=O)OCC(=O)NC(=O)NCc1ccco1 (centres undefined)
7	nt	CCC(=O)N1c2ccccc2NC2=C(C(=O)CC(c3ccco3)C2)C1c1ccc(N(CC)CC)cc1 (centres undefined)
-4	87	COCc1[nH]nc2c1C(c1ccccc1F)C(C#N)=C(N)O2 (centres undefined)
-6	nt	C/C(=N/NC(=O)CN(c1cccc(Cl)c1)S(=O)(=O)c1ccccc1)c1ccccc1O
9	93	Cn1nnc2cc(C(=O)NCc3ccc4c(c3)OCO4)ccc21
nt	79	COc1ccccc1NC(=O)CCC(=O)N1N=C(c2ccc(Br)cc2)CC1c1ccccc1 (centres undefined)
4	167	CCOC(=O)c1c(NC(=O)Cn2c(=O)oc3ccccc32)oc(C)c1C(C)=O
10	90	O=S(=O)(c1ccc(F)c2ccccc12)N1CCCCC1
-2	163	COc1ccc(OCC(=O)OCCN(C)C)cc1
-4	nt	Cc1ccc(C(=O)NC(=S)Nc2ccc(N3CCCCC3)cc2)cc1
5	nt	Oc1c(Br)cc(Br)cc1/C=N/c1ncn[nH]1
0	nt	CC(C)Oc1ncnc2sc3c(c12)CCCC3

Record cards, from the list above. Order of screens: HePTP inh, BAP1 inh
Record of CCOC(=O)c1cnc(-c2ccccc2)nc1N : -12, 106
Record of CCOc1cc(C2C(C(=O)OCCOC)=C(C)NC3=C2C(=O)CC(C)(C)C3)ccc1OC(C)=O (centres undefined) : -1, nt
Record of Cn1nnc2cc(C(=O)NCc3ccc4c(c3)OCO4)ccc21 : 9, 93
Record of COc1ccc(OCC(=O)OCCN(C)C)cc1 : -2, 163

Continuation.
HePTP inh	BAP1 inh	compound
-16	nt	CC(C)(C)OC(=O)NNC(=O)c1ccc(Cl)cc1
4	76	O=C1C(=O)N(CCOCCO)C(c2ccccn2)/C1=C(\O)c1ccccc1 (centres undefined)
10	nt	Cc1ccc(C2(c3ccc(C)cc3)CC2C(=O)Nc2cccnc2)cc1 (centres undefined)
4	105	CCC(C)Sc1nnc(-c2c[nH]c3ccccc23)n1CCOC (centres undefined)
-2	nt	O=S(=O)(Cc1ccccc1)c1nc2ccccc2n1Cc1ccc(Cl)c(Cl)c1
2	115	CCN1CCN(C(=O)c2ccccc2N(C)S(=O)(=O)c2ccc(C)cc2)CC1
8	104	COc1cc2c(cc1OC)CN(S(C)(=O)=O)CC2
-10	nt	Cc1ccccc1OCCNc1cc(N2CCOCC2)ccc1[N+](=O)[O-]
3	101	O=C(CN1C2=NCCCN2c2ccccc21)c1ccc2c(c1)OCO2
24	71	CCn1c(=O)cc(SCC(=O)N2CCOCC2)c2ccccc21
8	nt	Cc1cc(-c2ccccc2)nc2cc(C(=O)Nc3ccc(Cl)cc3)nn12
3	110	CC(=O)N(C)c1ccc(OCC(O)CN(Cc2ccco2)S(=O)(=O)c2ccc(C)cc2)cc1 (centres undefined)
-2	nt	Cc1cc(C)cc(CSCC(=O)Nc2ccc(C(C)C)cc2)c1
-3	nt	CCOc1ccc(N(CC(=O)NCCCN(C)C)S(C)(=O)=O)cc1
6	nt	COc1cc(CN2CCN(S(=O)(=O)c3ccc(C)cc3)CC2)cc(OC)c1O
3	117	CC(C)N1CC(O)=C(c2nc3ccccc3[nH]2)C1=N
5	nt	CCn1cc(C(=O)NN)c(=O)c2cc([N+](=O)[O-])ccc21
-5	103	Cc1sc2nc(C(C)C)nc(SCC(=O)N3CCN(C(=O)c4ccco4)CC3)c2c1C
-6	nt	CCN1C(=O)/C(=C\c2cccc(C(F)(F)F)c2)SC1=S
8	nt	O=C(Nc1sc2c(c1C(=O)N1CCCCC1)CCCC2)c1ccccc1F
5	nt	O=C(/C=C/c1ccc(-c2ccc(Br)cc2)o1)c1ccc([N+](=O)[O-])cc1
9	nt	COc1ccc(C2Nc3ccccc3-c3nnc(SC)nc3O2)c(OC)c1 (centres undefined)
nt	109	Cc1ccc(Cn2nnc3c(=O)n(CC(=O)NCc4ccc5c(c4)OCO5)cnc32)cc1
8	105	CCOC(=O)C1C(=O)Nc2nc3ccccc3n2C1C(C)C (centres undefined)
8	nt	Cc1ccc(S(=O)(=O)N(CCc2ccccc2)CC(=O)Nc2ccc(Cl)cc2Cl)cc1
10	116	O=C(COC(=O)Cn1[nH]c(=O)c2ccccc2c1=O)Nc1ccc2c(c1)OCO2
5	nt	Cc1ccn2c(-c3csc(Nc4cccc(O)c4)n3)c(C)nc2c1
-12	nt	O=C(COc1ccc(Cl)cc1)NCc1ccccn1
5	121	COc1nnnc2c1sc1nc(N3CCOCC3)c3c(c12)CC(C)(C)OC3
4	84	Nc1nc(-c2ccccc2)cc(C(F)(F)F)n1
-5	nt	O=C1c2ccccc2/C(=N/N=C/c2ccccc2)C1C(=O)C(c1ccccc1)c1ccccc1 (centres undefined)
1	nt	O=C(NC(Cc1ccc([N+](=O)[O-])cc1)C(=O)NCc1ccco1)OCc1ccccc1 (centres undefined)
5	63	CCOC(=O)c1ccc(NC(=O)CSc2nnc(COc3ccccc3)n2C)cc1
6	nt	CCOC(=O)c1c(NC(=O)c2ccc(S(=O)(=O)N3CCOCC3)cc2)sc(C)c1C
4	nt	CCOC(=O)CSc1nc2cc3c(cc2cc1C#N)OCO3
12	78	Clc1ccccc1OCCn1cnc2ccccc21
5	98	Cc1nnc2n(Cc3ccccc3)c(=O)c3c4c(sc3n12)COC(C)(C)C4
-4	88	O=C(CSc1nnc2scc(-c3ccccc3)n12)Nc1ccc2c(c1)OCCO2
-14	nt	COc1ccc(C2=N/C(=C/c3ccccc3F)C(=O)N2c2ccccc2)cc1
3	nt	O=C(c1cccs1)N1CCN(Cc2cccc(F)c2)CC1

A draw from above in order of heavy-atom count, ascending.
HePTP inh	BAP1 inh	compound
5	nt	O=C(/C=C/c1ccc(-c2ccc(Br)cc2)o1)c1ccc([N+](=O)[O-])cc1
9	nt	COc1ccc(C2Nc3ccccc3-c3nnc(SC)nc3O2)c(OC)c1 (centres undefined)
nt	109	Cc1ccc(Cn2nnc3c(=O)n(CC(=O)NCc4ccc5c(c4)OCO5)cnc32)cc1
-5	nt	O=C1c2ccccc2/C(=N/N=C/c2ccccc2)C1C(=O)C(c1ccccc1)c1ccccc1 (centres undefined)

(list continues)
HePTP inh	BAP1 inh	compound
10	nt	CCOC1C(OCC)N(S(C)(=O)=O)CCN1S(C)(=O)=O (centres undefined)
0	nt	NC(=O)NC(c1ccccc1)c1ccc(I)cc1 (centres undefined)
-4	nt	CCOC(=O)C1=C(C)OC(N)=C(C#N)C1c1ccc(OC)cc1OC (centres undefined)
-7	102	O=C(Nc1cccc(Cl)c1)N1CCN(c2ncccn2)CC1
-1	83	CC(C)Oc1ccc(C2CNC(=O)C2)cc1 (centres undefined)
-4	nt	COc1cccc(N2C(=O)NC(=O)/C(=C/c3ccc(OC)c4ccccc34)C2=O)c1
-9	87	CC(=O)c1cccc(NC(=O)C2CCN(S(C)(=O)=O)CC2)c1
-11	nt	COc1cccc2sc(NC(=O)c3ccc(S(=O)(=O)N4CCCCC4)cc3)nc12
4	nt	CCOc1ccc(NC(=O)C(=O)NCc2ccc(C)cc2)cc1
-7	nt	COC(=O)c1cc(Cl)c(NC(=O)COc2ccc(C)cc2C(C)(C)C)cc1OC
4	nt	COc1ccc2[nH]c3c(=O)n(Cc4ccco4)cnc3c2c1
3	nt	Cc1ccc(OCC(=O)N/N=C\c2ccc[nH]2)cc1
11	123	COc1cccc(-c2nc(NCc3ccco3)c3ccccc3n2)c1O
0	109	COc1cccc(C(=O)CSc2nnc(-c3cc(OC)c(OC)c(OC)c3)o2)c1
-6	nt	O=C(O)/C=C/c1ccc(-c2ccccc2Cl)o1
3	nt	COc1ccccc1C(=O)N1CCN(C(=O)c2cccs2)CC1
0	nt	CC(C)(C)c1cc(C=NN2CCN(Cc3ccccc3)CC2)cc(C(C)(C)C)c1O
9	nt	CCN(CC)c1ccc(/C=C2/C(=O)NN(c3ccc(C)c(Cl)c3)C2=O)c(O)c1
8	127	COc1cccc(CNC(=O)C2CCN(S(=O)(=O)c3cnc[nH]3)CC2)c1
3	120	CCc1cc(=O)oc2cc(OCC(=O)O)c(Cl)cc12
12	112	O=C(CSc1nnc(-c2cccs2)n1-c1ccccc1)N1CCN(C(=O)c2ccco2)CC1
nt	82	Oc1ccc(-c2[nH]ncc2Oc2ccccc2)c(O)c1O
0	nt	Cc1ccc(-n2nc3ccc(NC(=S)NC(=O)c4ccc(Cl)cc4)cc3n2)cc1
1	122	COC(=O)c1ccc(CNC(=O)CNc2cc(C(F)(F)F)ccc2N2CCOCC2)cc1
5	117	COc1ccc(N2CCN(C(=O)CSc3nnc(-c4ccc5[nH]c(C)c(C)c5c4)o3)CC2)cc1
12	54	c1ccc(CN2CCC3(CC2)Nc2ccccc2CO3)cc1
23	nt	O=C(Nc1ccc2nn(-c3ccc(Cl)cc3)nc2c1)c1cccnc1
4	89	CC1=CC(C)(C)N=C(Nc2ccc(C)cc2)S1
-1	113	Cc1occc1C(=O)NCCCCNC(=O)c1ccoc1C
10	106	O=C(O)CCS(=O)(=O)Cc1cccc(Cl)c1
4	102	Cn1c(Cn2nnc3ccccc32)nnc1SCC(=O)Nc1ccc2c(c1)OCO2
82*	nt	O=C(Nc1nccs1)c1sc2ccccc2c1Cl
-8	nt	CCOc1ccc(N(CC(=O)Nc2ccc3c(c2)OCO3)S(C)(=O)=O)cc1
-11	nt	COc1ccc(C(=O)/C=C\NCC(=O)c2ccccc2)c(OC)c1
3	nt	Cc1cc(NCCCCO)n2c(nc3ccccc32)c1C#N
-5	nt	Cc1ccc(N(CC(=O)NCCSc2ccccn2)S(=O)(=O)c2ccc(F)cc2)cc1
-2	nt	CC(=O)c1cccc(NC(=O)CCCOc2ccccc2)c1
5	92	Cn1c(=O)cc(SCC(=O)N2CCCC2)c2ccccc21
6	96	CCCOc1ccc(C2C(=O)N(C3CCCCC3)CC(=O)N2CCCOCC)cc1OC (centres undefined)
8	117	CC1N=C2c3ccccc3N=C(SCc3cc(=O)n4cc(Cl)ccc4n3)N2C1=O (centres undefined)

Overlap with the part before: two entries, then new ones.
HePTP inh	BAP1 inh	compound
6	96	CCCOc1ccc(C2C(=O)N(C3CCCCC3)CC(=O)N2CCCOCC)cc1OC (centres undefined)
8	117	CC1N=C2c3ccccc3N=C(SCc3cc(=O)n4cc(Cl)ccc4n3)N2C1=O (centres undefined)
-10	78	Cc1nc(CC(=O)c2c(C)cc(O)cc2O)cs1
5	nt	O=C(O)CCCCCN1C(=O)C(O)=C(C(=O)/C=C/c2ccccc2)C1c1ccccc1Cl (centres undefined)
7	117	O=S(=O)(c1cccc(-c2nnc(SC(F)F)n2-c2ccccc2)c1)N1CCCCC1
11	nt	COc1cccc(N(CC(=O)Nc2ccccc2)S(=O)(=O)c2ccccc2)c1
5	nt	CCN(c1ccccc1)S(=O)(=O)c1ccc2[nH]cc(C(=O)N3CCOCC3)c(=O)c2c1
10	85	O=C(Nn1cnnc1)c1cc(-c2ccccn2)nc2ccccc12
-4	nt	O=C(O)c1cccc(N/C(=N\S(=O)(=O)c2ccccc2)c2ccccc2)c1
nt	73	CCc1ccc(NC(=O)c2cc3nc(-c4ccccc4)cc(C)n3n2)cc1
8	nt	Cc1nn(CC(=O)N2CCCCC2)c(=O)c2ccccc12
-4	nt	COc1ccc(/C=C/C(=O)Nc2ccc(Cl)c3c2C(=O)c2ccccc2C3=O)cc1
7	nt	CC1CC(Nc2ccccc2)c2ccccc2N1C(=O)NC1CCCCC1 (centres undefined)
5	nt	O=C(CC1SC(=O)NC1=O)Nc1ccc(C(=O)O)cc1 (centres undefined)
-2	nt	CC(=O)NC1=NC(=O)/C(=C\c2ccc(C(C)(C)C)cc2)S1
1	nt	Cc1ccc(N2C(=O)CN=C2Nc2nc(C)cc(C)n2)c(C)c1
-3	nt	COCCNC(=O)C(=O)Nc1ccccc1OC
-10	98	CN1CCCC(OC(=O)COc2ccc(Br)cc2)C1 (centres undefined)
6	97	CCOC(=O)CSc1nnc(CNC(=O)c2cc(OCC)c(OCC)c(OCC)c2)n1C
-19	nt	CC1(C)CC(=O)C(CC(=O)Nc2cccc3ccccc23)=C(O)C1
-6	nt	COC(=O)C(=C/C=C/N(C1CCCCC1)C1CCCCC1)C(=O)OC
8	nt	Cc1cc(C)cc(CC(C(=O)Nc2ccc(I)cc2)C(C)C(=O)O)c1 (centres undefined)
10	nt	NC(=O)c1sc2cc(F)ccc2c1Cl
14	116	O=C(CCC(=O)OCCCC(F)(F)C(F)(F)F)NC1CCCCC1
7	104	O=C(Nc1nc2ccc(S(=O)(=O)N3CCCC3)cc2s1)c1cccs1
-4	92	CCOC(=O)C1C(=O)NC(N2CCN(Cc3ccccc3)CC2)=NC1c1ccco1 (centres undefined)
-4	92	Cc1ccc(-c2csc(N)n2)s1
-8	101	O=C(Oc1cccnc1)c1ccc(Cl)c(Cl)c1
2	nt	COc1cc(Cl)cc(/C=N/NC(=O)/C(=C\c2ccc3c(c2)OCO3)NC(=O)c2ccccc2)c1O

Assay outcomes: PubChem BioAssay, several laboratories
